Compound activity: PubChem, several laboratories
STEP block = STEP (human) phosphatase inhibition | P54829 | recombinant STEP, OMFP fluorogenic substrate, fluorescence | inhibition, % at 20 µM | 360,000 tested, 0.25% active | AID 588621;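 active = inhibition at 20 µM, scaled per plate between control wells, above about 37%, limit read from the data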;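 also: 0% = DMSO with enzyme and substrate and 100% = substrate only without enzyme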
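medium = Bis-Tris buffer pH 6.0, 2.5 mM DTT, 0.005% Tween 20 | test system = STEP (striatal-enriched tyrosine phosphatase) enzyme, cell-free | measure = normalized % inhibition | compound dosing = 20 µM, 1% DMSO | also added = 25 µM OMFP | schedule = reaction 20 min, ambient temperature | measured by = fluorescence read at 480 nm ex / 540 nm em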
CendR NRP1 mod = alters CendR peptide binding to human NRP-1. O14786. FAM-RPARPAR peptide binding to NRP-1, fluorescence polarization. inhibition, % at 25 µM. 360,000 tested, 0.85% active. AID 602438;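 active = inhibition or corrected inhibition above about 18%, plus a signal ratio from 0.5 to 1.5, limit read from the data, passing the limit was not always enough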; also: strong numbers were not always called active
Tb MetRS inh = Trypanosoma brucei MetRS inhibition; inhibition, % at 11.9 µM; purified T. brucei MetRS, ATP depletion, Kinase-Glo luminescence; 360,000 tested, 0.4% active;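 active = inhibition above a per-plate cutoff of the control wells' mean inhibition plus 3 SD, cut at about 5.5% in these data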;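 also: 0% = DMSO wells median and 100% = median of wells with control inhibitor compound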
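Assay system: T. brucei methionyl-tRNA synthetase, purified | Medium: HEPES buffer with MgCl2, KCl, DTT, spermine, BSA, pyrophosphatase | Compound: 11.9 µM single point | Incubation: 15 min enzyme-compound preincubation, 2 h reaction, 10 min detection, 25 °C | Measured by: Kinase-Glo luciferase luminescence reporting remaining unconsumed ATP | Measure: % inhibition normalized to control-well medians | Replication: Singlicate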
Scp1 inh = blocks human Scp-1 phosphatase activity; inhibition, % at 20 µM; Recombinant Scp1, phosphopeptide, malachite green phosphate absorbance; 340,000 tested, 0.88% active;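 active = inhibition above about 50% at 20 µM, limit read from the data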;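 also: plate controls were DMSO wells with enzyme for no effect and wells lacking enzyme for full effect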
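Incubation: 45 min enzyme reaction at room temperature / System: truncated SCP-1 phosphatase (76-261aa) / Reagent: Phospho 17-mer peptide substrate / Buffer or medium: Acidic Tris acetate buffer with magnesium and detergent / Signal: absorbance at 630 nm / Doses: one concentration, 20 µM, with 1.0% DMSO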
SKN-1 inh = blocks SKN-1 activity in C. elegans; C. elegans VP596 Pgst-4::GFP/RFP ratio, acrylamide-induced, 24 h; inhibition, % at 21.8 µM; 360,000 tested, 0.49% active;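 active = interference check ratio from 0.5 to 1.5 plus GFP to RFP signal ratio inhibition reaching or exceeding a fixed threshold, cut at about 30% in these data, passing the limit was not always enough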; also: some compounds called inactive have numbers as strong as hits
DNMT1 inh = blocks human DNA methyltransferase DNMT1; P26358; DNMT1 molecular beacon, Hinp1I cleavage, fluorescence; inhibition (reported as % activation of signal), % at 10 µM; 360,000 tested, 0.83% active; AID 588458; in the data active = inhibition above about 50%
Neddylation inh = inhibitors of human cullin neddylation | P61081+Q13564 | TR-FRET cullin neddylation, biochemical | calls only at 25 µM | 360,000 tested, 0.58% active | AID 651699; in the data active = inhibition above about 36%
Target sequence (P61081 whole entry, looked up): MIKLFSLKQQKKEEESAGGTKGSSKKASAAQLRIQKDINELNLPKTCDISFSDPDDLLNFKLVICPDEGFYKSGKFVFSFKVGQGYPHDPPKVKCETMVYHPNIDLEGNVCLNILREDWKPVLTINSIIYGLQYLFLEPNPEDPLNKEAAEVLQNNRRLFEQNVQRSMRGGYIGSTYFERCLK
Target sequence (Q13564 whole entry, looked up): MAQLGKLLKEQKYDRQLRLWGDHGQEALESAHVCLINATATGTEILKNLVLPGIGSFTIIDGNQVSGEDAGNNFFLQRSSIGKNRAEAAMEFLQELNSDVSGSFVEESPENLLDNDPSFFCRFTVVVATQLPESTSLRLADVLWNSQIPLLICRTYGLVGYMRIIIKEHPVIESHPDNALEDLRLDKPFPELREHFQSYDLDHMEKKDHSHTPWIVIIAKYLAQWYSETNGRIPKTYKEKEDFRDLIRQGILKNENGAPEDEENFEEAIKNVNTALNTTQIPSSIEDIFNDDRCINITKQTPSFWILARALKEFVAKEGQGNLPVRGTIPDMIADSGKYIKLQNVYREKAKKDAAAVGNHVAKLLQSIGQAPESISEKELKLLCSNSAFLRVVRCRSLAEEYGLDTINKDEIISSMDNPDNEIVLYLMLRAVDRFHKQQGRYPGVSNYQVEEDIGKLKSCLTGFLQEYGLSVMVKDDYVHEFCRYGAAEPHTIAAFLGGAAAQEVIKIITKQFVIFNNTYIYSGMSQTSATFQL
NadD block = inhibitors of Staphylococcus aureus NadD | 360,000 tested, 0.78% active | purified NadD enzyme, colorimetric absorbance read-out | inhibition, % at 20 µM; in the data active = inhibition above about 26%; also: some compounds past the cut are filed as inactive
LMPTP block = blocks human LMPTP phosphatase. AID 651560. 360,000 tested, 0.22% active. P24666. inhibition, % at 20 µM. recombinant LMPTP-A, OMFP fluorogenic substrate, fluorescence intensity;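 active = compounds that cut the enzyme signal by at least half of the control window in the single-dose screen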;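 also: plate controls were DMSO wells with enzyme plus substrate for no effect and substrate without enzyme for full effect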
Target sequence (P24666 whole entry, looked up): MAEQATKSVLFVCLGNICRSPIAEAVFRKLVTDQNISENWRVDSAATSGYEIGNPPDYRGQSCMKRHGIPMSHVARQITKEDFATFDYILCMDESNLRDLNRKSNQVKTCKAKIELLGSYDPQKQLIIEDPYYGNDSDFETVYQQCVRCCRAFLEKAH
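Assay system: LMPTP-A phosphatase enzyme | Input: 0.625 nM enzyme | Also added: Fluorogenic phosphatase substrate OMFP at 400 µM final | Compound dosing: One test concentration per compound, 20 µM, with 3% DMSO overall | Schedule: 50 min enzyme reaction at room temperature, protected from light | Signal: Fluorescence intensity | Benchmarks: no-enzyme and uninhibited controls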
SUMO1-SIM PPI = modulators of human SUMO1-mediated protein-protein interactions; P63165; 360,000 tested, 0.33% active; inhibition, % at 20 µM; SUMO1 binding to a labelled peptide, TR-FRET, 1 h; in the data active = inhibition above about 37%
* = called active by the depositor; i = inactive; · = no result given; & = joins results of further samples. Rows were taken by chance; about 4.6% have a hit in one of these screens.

compound	STEP block	CendR NRP1 mod	Tb MetRS inh	Scp1 inh	SKN-1 inh	DNMT1 inh	Neddylation inh	NadD block	LMPTP block	SUMO1-SIM PPI
COc1ccc(CCN2CC(C(=O)Nc3cc(F)ccc3F)CC2=O)cc1OC (centres undefined)	-2	-5	-0.4	-6	-11	-3	i	3	-10	-35
Cc1nn(C)c(C)c1NC(=O)COc1ccc(Cl)cc1	-1	0	0.2	3	-6	5	i	-1	-0.2	-2
Clc1cccc(Cl)c1Cn1ccc(C2CC2)n1	0	-6	-0.9	-5	10	-1	i	-5	-0.8	1
O=C(Nc1cccc(Cl)c1)c1ccc(S(=O)(=O)NCC2CCCO2)cc1 (centres undefined)	-2	4	0.4	-4	8	-4	i	-7	-0.2	3
COc1ccc(N2CCN(C(=S)Nc3ccc(F)cc3)CC2)cc1	1	0	-1.6	-3	-8	3	i	1	0.3	7
CCCCNC(=O)COC(=O)c1ccc(Cl)c(S(N)(=O)=O)c1	-7	3	-1.0	0	1	1	i	-4	-0.9	-2
CC(=O)Nc1ccc2c(c1)ncn2-c1ccc(C)cc1	-2	-3	-0.1	-5	-3	3	i	-4	-1.0	2
Cc1[nH]c(=O)[nH]c(=O)c1S(=O)(=O)NCCOC12CC3CC(CC(C3)C1)C2	0	-4	0.9	-9	25	6	i	1	-0.7	3
CCc1n[nH]c(=S)n1/N=C/c1c(C)nn(-c2ccccc2)c1Cl	2	-3	0.2	-7	15	0	i	1	-1.7	7
O=C(COC(=O)c1cn(-c2ccccc2)nc1-c1ccccc1)Nc1ncc(Cl)cc1Cl	3	-65	-0.1	37	14	9	i	20	1.3	8
O=C(/C=C/c1ccc(Br)o1)NC(c1ccccc1)c1ccccc1	-3	-7	0.5	1	4	4	i	5	2.6	-5
O=C(c1ccc(OCCN2CCCCC2)cc1)c1c(-c2ccc(O)cc2)sc2cc(O)ccc12	-1&1	-15&-1	-0.8&-1.0	-9&2	-3&0	-38&-39	i	33*	5.1&1.7	-42&-65
Nc1nn(-c2cccc(F)n2)cc1-c1ccccc1	-1	0	-1.3	-3	2	2	i	-7	0.8	47*
CCOc1ccc(N(CC(=O)Nc2cccnc2)S(C)(=O)=O)cc1	-2	8	-0.8	-4	4	0	i	-8	-0.7	3
Cc1cc(C(=O)NC2CCCc3c2cnn3-c2ccc(C)c(C)c2)no1 (centres undefined)	-4	8	-0.9	-1	-9	-3	i	-2	3.2	3
Cc1cccc(NC(=O)CCCn2cc([N+](=O)[O-])cn2)n1	1	-1	-0.5	-10	-1	-6	i	-14	-1.7	-5
O=C(NCC(=O)N1CCCC1C(=O)O)OC1CCCCC1 (centres undefined)	-3	2	-0.8	-7	11	2	i	0	-1.5	2
Cc1cccc(-n2c(C)cc(/C=N\NC(=O)c3ccco3)c2C)c1	-3	9	-0.3	-1	5	-8	i	-5	-1.4	-4
CCN(CC)S(=O)(=O)c1ccc2c(c1)nc(CCC(=O)Nc1ccc3c(c1)OCO3)n2CC	-2	-2	-0.1	7	12	-1	i	4	1.9	1
CC1(C)CC(=O)C(/C=N/c2ncccc2C(=O)O)=C(O)C1	-2	-10	0.0	-2	-21	2	i	1	-0.3	-1
Cc1cc(C)c2c(CN3CCN(Cc4ccc5c(c4)OCO5)CC3)cc(=O)oc2c1	2	-14	0.1	3	-5	-1	i	3	1.4	0
Cc1ccc(Cn2c(=N)c(C(=O)NCC3CCCO3)cc3c(=O)n4cccc(C)c4nc32)cc1 (centres undefined)	2	-3	-0.6	3	6	-1	·	-2	5.1	-31
O=C(Nc1ccccc1C(=O)NCC1CCCO1)c1ccccc1 (centres undefined)	0	4	-0.7	-6	0	7	i	0	-0.8	-2
CCCCNC(=S)NCC(c1ccccc1)c1c[nH]c2ccccc12 (centres undefined)	0	8	0.1	-16	16	0	i	-3	3.8	-3
CCOc1ccc(/C=c2\sc3nc(-c4ccco4)nn3c2=O)cc1OCC	1	-32	-1.0	42	-10	65*	i	5	0.5	12

Shown field by field: part of the list above.
Clc1cccc(Cl)c1Cn1ccc(C2CC2)n1
- STEP block: 0
- CendR NRP1 mod: -6
- Tb MetRS inh: -0.9
- Scp1 inh: -5
- SKN-1 inh: 10
- DNMT1 inh: -1
- Neddylation inh: i
- NadD block: -5
- LMPTP block: -0.8
- SUMO1-SIM PPI: 1
O=C(Nc1cccc(Cl)c1)c1ccc(S(=O)(=O)NCC2CCCO2)cc1 (centres undefined)
- STEP block: -2
- CendR NRP1 mod: 4
- Tb MetRS inh: 0.4
- Scp1 inh: -4
- SKN-1 inh: 8
- DNMT1 inh: -4
- Neddylation inh: i
- NadD block: -7
- LMPTP block: -0.2
- SUMO1-SIM PPI: 3
COc1ccc(N2CCN(C(=S)Nc3ccc(F)cc3)CC2)cc1
- STEP block: 1
- CendR NRP1 mod: 0
- Tb MetRS inh: -1.6
- Scp1 inh: -3
- SKN-1 inh: -8
- DNMT1 inh: 3
- Neddylation inh: i
- NadD block: 1
- LMPTP block: 0.3
- SUMO1-SIM PPI: 7

Arranged by molecular weight (smallest number first): 3 of the compounds above.
compound	STEP block	CendR NRP1 mod	Tb MetRS inh	Scp1 inh	SKN-1 inh	DNMT1 inh	Neddylation inh	NadD block	LMPTP block	SUMO1-SIM PPI
Clc1cccc(Cl)c1Cn1ccc(C2CC2)n1	0	-6	-0.9	-5	10	-1	i	-5	-0.8	1
Cc1cccc(NC(=O)CCCn2cc([N+](=O)[O-])cn2)n1	1	-1	-0.5	-10	-1	-6	i	-14	-1.7	-5
O=C(/C=C/c1ccc(Br)o1)NC(c1ccccc1)c1ccccc1	-3	-7	0.5	1	4	4	i	5	2.6	-5

Later entries.
compound	STEP block	CendR NRP1 mod	Tb MetRS inh	Scp1 inh	SKN-1 inh	DNMT1 inh	Neddylation inh	NadD block	LMPTP block	SUMO1-SIM PPI
COc1ccc(NC(=O)COC(=O)CCc2ccc(S(=O)(=O)N3CCOCC3)cc2)c(OC)c1	-3	-3	-0.2	-11	-1	2	i	-6	-1.3	-6
COc1ccc(C(=O)Nc2nnc(-c3ccc(F)cc3)s2)c(OC)c1	-2	-8	-0.8	-12	4	-20	i	-10	-0.1	8
O=C(c1cnn(C(=O)CN2CCCC2=O)c1)c1ccccc1O	1	-17	0.1	-8	-2	-2	i	8	-1.7	1
C=CCNC(=O)C1CCN(S(C)(=O)=O)CC1	2	11	-0.7	-5	10	3	i	2	-0.2	0
Cc1cccc(NC(=O)c2ccc(S(=O)(=O)N(C)C)cc2)n1	-2	-2	-1.6	-2	-8	-1	i	0	-2.1	2
Cc1cc(NC(=O)c2ccc(OCC3CCCO3)cc2)ccc1Br (centres undefined)	0	1	-0.3	·	-10	-6	i	-10	-0.1	0
O=S(=O)(NCc1csc(-c2cccnc2)n1)c1ccc(Cl)s1	-2	-21	-0.3	-5	-9	-11	i	6	0.2	1
C[C@H](CO)N1C[C@H](C)[C@@H](CN(C)Cc2cccnc2)OCc2cnnn2CCCC1=O	0	1	-1.4	·	-11	4	i	0	-4.1	-3
OC(COc1ccc(F)cc1Cl)CN1CCc2ccccc2C1 (centres undefined)	-2	-1	-0.1	-1	20	-2	i	-2	0.6	-13
Cn1cc(/C=C(\NC(=O)c2ccccc2)C(=O)NCCCn2ccnc2)c2ccccc21	-1	9	-0.2	·	4	4	i	-3	-4.3	-3
Cc1cc(=O)cc(C)n1-c1ccccc1N1CCOCC1	1	-4	-0.6	-2	10	0	i	4	-1.6	2
N/C(=N\OC(=O)c1ccc(Cl)cc1Cl)c1ccncc1	0	4	-0.6	3	40*	-1	i	-6	1.5	3
Cc1ccc(Nc2nc(N)nc(CCl)n2)c(C)c1	1	-8	-0.1	-4	6	0	i	0	-1.0	1
Cc1ccc(C(=O)O/N=C2\CC3CCC2(C)C3(C)C)cc1 (centres undefined)	1	5	-0.4	5	12	3	i	-2	1.9	-2
O=C(Cc1ccccc1[N+](=O)[O-])N1CCc2ccccc2C1	2	3	-0.1	-4	5	-1	i	-1	0.2	-10
COc1cccc(N2CCN(C3CC(=O)N(c4cccc(Cl)c4)C3=O)CC2)c1 (centres undefined)	2	4	-1.1	-8	-25	-5	i	-3	-0.7	3
COC(=O)c1ccc(CSc2nc(-c3ccco3)cc(C(F)(F)F)n2)o1	0	-22	-0.4	-7	-4	-1	i	7	2.3	-5
COc1ccc(N2C(=O)CC(NNC(=O)c3ccco3)C2=O)cc1 (centres undefined)	-3	4	-0.5	2	-15	2	i	2	-0.9	-2
CSCCC(NC(=O)c1ccccc1)C(=O)NCC(C)(C)N1CCOCC1 (centres undefined)	0	7	-0.6	-2	13	1	i	-5	-1.1	1
C=CCC(C(=O)NC(C)c1ccccc1)C(=O)NC(C)c1ccccc1 (centres undefined)	-2	-8	-0.3	-16	-3	-7	i	0	-1.3	0
Cc1cc(=O)oc2cc(OC(=O)C3CCN(C(=O)c4ccc(F)cc4)CC3)ccc12	2	5	0.7	0	-12	1	·	-4	-0.7	5
CC1(C(=O)NCC2CCCO2)Oc2cccnc2NC1=O (centres undefined)	-4	-1	-0.6	0	6	-4	i	-4	-1.0	-4
CC1(C)Cc2c(sc(NC(=O)C(=O)NCC3CCCO3)c2C(N)=O)CO1 (centres undefined)	2	10	-0.1	-14	8	0	i	-4	-0.1	-1
